Source: PubChem
mIDH1 inhibitor: human IDH1 R132H inhibition; actives 0.093% (n = 390,000); IDH1-R132H enzyme, NADPH consumption, diaphorase/resazurin fluorescence; O75874; Potency, µM (titrated, usually from 76.6 µM), for the others: top-dose activity change, negative = inhibition, most hits filed as inhibitors; also: potency is read from the fitted curve at half-maximal effect; % is scaled to controls: 0 for no effect and ±100 for the full control effect; nearly all actives have a fitted effect of over 65% in size
Target sequence (O75874 whole entry R132H, stated change not applied): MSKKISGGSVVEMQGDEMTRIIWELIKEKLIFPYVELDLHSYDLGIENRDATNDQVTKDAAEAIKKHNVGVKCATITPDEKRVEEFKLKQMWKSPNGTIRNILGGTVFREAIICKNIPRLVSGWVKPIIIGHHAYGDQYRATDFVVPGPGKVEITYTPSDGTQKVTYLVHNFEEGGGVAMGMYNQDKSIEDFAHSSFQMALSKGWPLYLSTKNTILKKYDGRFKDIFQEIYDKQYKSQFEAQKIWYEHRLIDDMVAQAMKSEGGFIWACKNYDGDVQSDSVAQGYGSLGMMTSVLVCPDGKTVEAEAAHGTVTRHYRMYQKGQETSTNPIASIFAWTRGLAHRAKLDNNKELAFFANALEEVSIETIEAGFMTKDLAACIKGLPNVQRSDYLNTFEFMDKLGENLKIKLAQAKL
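IDH1-R132H (0.5 ug/mL) preincubated 30 min with compound, then NADPH (0.016 mM) and alpha-KG (2 mM) added; 80 min at RT, pH 7.5. Remaining NADPH coupled via diaphorase/resazurin to fluorescence (540/590 nm); concentration-response curves normalized to no-enzyme control.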
TrxR1 substrate: rat thioredoxin reductase 1 substrate activity; actives 0.01% (n = 390,000); purified TrxR1 substrate turnover, NADPH consumption readout; Potency, µM (highest dose often 114 µM), for inactives: at the highest dose activity change, negative = substrate turnover; O89049; also: potency is read from the fitted curve at half-maximal effect; % is scaled to controls: 0 for no effect and ±100 for the full control effect; nearly all actives have a fitted effect of over 50% in size
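Rat TrxR1, dispensed at 90 nM, was prereduced with 400 uM NADPH (final) for 5 min at ~22 deg C, then incubated with compound 15 min before 400 uM selenite. A first-read NADPH fluorescence drop versus no-compound background flagged substrates.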
PGK inhibitor: blocks T. brucei phosphoglycerate kinase; P07378; PGK/GAPDH coupled, Kinase-Glo luminescence, 60 min; Potency, µM (doses to about 57.5 µM), inactives show at the top dose activity change, negative = inhibition, most hits filed as inhibitors; actives 0.043% (n = 380,000); AID 602233; also: potency is read from the fitted curve at half-maximal effect; % is scaled to controls: 0 for no effect and ±100 for the full control effect; nearly all actives have a fitted effect of over 60% in size
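Recombinant glycosomal PGK reaction used 1,3-bisphosphoglycerate generated in-well by GAPDH (100nM final) in 100mM TEA pH 7.6, 5mM MgCl2, 0.01% Tween-20. After 60 minutes at room temperature, ATP was read by Kinase-Glo Plus luminescence end-point.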
TrxR1 inh: rat TrxR1 inhibition. recombinant rTrxR1, NADPH fluorescence consumption, selenite substrate. O89049. actives 1% (n = 390,000). Potency, µM (highest dose often 114 µM), inactives show top-dose activity change, negative = inhibition, actives largely listed as inhibitors; also: potency is read from the fitted curve at half-maximal effect; % is scaled to controls: 0 for no effect and ±100 for the full control effect; nearly all actives have a fitted effect of over 65% in size
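Rat TrxR1 (90 nM in the dispensed reagent) was pre-reduced with 400 uM NADPH for 5 min at room temperature, then incubated with compound for 15 min. After 400 uM selenite was added, NADPH fluorescence (Ex 340/Em 450 nm) was followed for 8 min.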
USP1 inh: blocks the human USP1/UAF1 deubiquitinase complex | O94782 | recombinant USP1/UAF1, Ub-Rhodamine cleavage fluorescence | Potency, µM (top dose mostly 57.1 µM), for inactives: at the top dose activity change, negative = inhibition, actives largely listed as inhibitors | actives 0.23% (n = 390,000) | AID 743255; also: potency is read from the fitted curve at half-maximal effect; % is scaled to controls: 0 for no effect and ±100 for the full control effect; nearly all actives have a fitted effect of over 60% in size; inactives centre near -12
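1 nM enzyme complex + cpd, 15 min RT; start with Ub-Rho 150nM final; kinetic fluorescence ex 480/em 540, 6 reads q60 s. Buffer 50mM HEPES pH 7.8, 0.5mM EDTA, 0.1 mg/ml BSA, 1mM TCEP, 0.01% Tween-20.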
GLS inhibitor: glutaminase GLS (human) inhibition. O94925. GLS enzymatic activity, qHTS titration. Potency, µM (series often up to 45.5 µM), inactives show at the top dose activity change, negative = inhibition, most hits filed as inhibitors. actives 0.21% (n = 410,000); also: potency is read from the fitted curve at half-maximal effect; % is scaled to controls: 0 for no effect and ±100 for the full control effect
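hKGA; 45 mM KH2PO4 pH 8.2 + 0.02% Tween-20; cpd via pin tool; 1 mM Gln soln; GluOx/HRP/Amplex Red; RT 30 min; fluor. t0 & final.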
Pin1 inh: inhibitors of human Pin1 | Q13526 | Potency, µM (titrated, usually from 115 µM), inactives show at the highest dose activity, negative = inhibition, most hits filed as inhibitors | Pin1 FP peptide displacement, HiFluor488, 10 min | actives 0.009% (n = 390,000) | AID 504891; active = well fitted inhibition curve with a large enough effect in the polarisation, with a control signal flat, not every such curve was filed as active; inconclusive = small, poorly fitted or top-dose-only effect, or effect the other way, or a change in a side signal; inactive = no such curve, though single readings can be large or run the other way; the % refers to the polarisation; also: potency is read from the fitted curve at half-maximal effect; % is scaled to controls: 0 for no effect and ±100 for the full control effect
PI4K2A block: inhibitors of human PI4K2A; Q9BTU6; actives 0.13% (n = 420,000); activity change, negative = inhibition, % at 76.9 µM; purified PI4K2A, ADP-Glo luminescence, 1 h; stronger effect = lower value; in the data active = activity change below about -50%; inconclusive = mostly about -30% to -49%;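 also: -100% = wells without enzyme as full effect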
Target sequence (Q9BTU6 whole entry, looked up): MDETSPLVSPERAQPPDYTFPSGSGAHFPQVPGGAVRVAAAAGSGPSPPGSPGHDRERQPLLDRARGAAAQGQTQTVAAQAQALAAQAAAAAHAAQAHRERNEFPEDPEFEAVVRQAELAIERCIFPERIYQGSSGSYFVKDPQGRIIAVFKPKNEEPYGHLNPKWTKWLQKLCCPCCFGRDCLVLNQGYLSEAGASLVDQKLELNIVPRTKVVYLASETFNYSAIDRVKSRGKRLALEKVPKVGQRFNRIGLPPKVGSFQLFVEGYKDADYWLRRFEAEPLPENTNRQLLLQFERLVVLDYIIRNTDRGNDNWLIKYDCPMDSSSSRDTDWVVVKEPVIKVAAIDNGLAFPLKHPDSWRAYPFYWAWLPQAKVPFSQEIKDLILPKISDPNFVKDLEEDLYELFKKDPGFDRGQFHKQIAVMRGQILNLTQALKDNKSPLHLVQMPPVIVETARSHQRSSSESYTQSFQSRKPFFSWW
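In this quantitative HTS, ADP production by PI4K2A was quantified luminescently after 1 h at ambient temperature; 100 microM adenosine served as plate-quality control.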
HP1b binding inh: HP1-beta chromodomain-methylated histone interaction inhibition. P83916. AlphaScreen HP1-beta / biotin-H3K9me3 peptide binding. actives 0.56% (n = 390,000). Potency, µM (series often up to 114 µM), without a hit: at the highest dose activity change, negative = inhibition, most hits filed as inhibitors; also: potency is read from the fitted curve at half-maximal effect; nearly all actives have a fitted effect of over 70% in size; inactives centre near 23
Target sequence (P83916 whole entry, looked up): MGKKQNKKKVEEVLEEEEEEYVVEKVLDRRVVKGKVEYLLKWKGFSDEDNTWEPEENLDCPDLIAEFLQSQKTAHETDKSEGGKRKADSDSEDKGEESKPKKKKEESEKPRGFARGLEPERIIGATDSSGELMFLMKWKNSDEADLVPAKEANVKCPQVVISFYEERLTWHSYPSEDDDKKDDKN
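HP1-beta protein (50 nM final) preincubated 30 min at room temperature with biotinylated H3(1-18)K9me3 peptide (50 nM) in PBS pH 7.4, 0.01% Tween-20, then compound added for 30 min. AlphaScreen streptavidin donor/nickel chelate acceptor beads (10 ug/mL final), 30 min dark, luminescence read.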
Starred values were filed as active, the others as inactive; i = inactive; ? = inconclusive; . = no result given; & = joins results of further samples; [ ] = dose if it differs, or a comment. Unless noted, calls follow the shape of the dose curve; as a rule, active = well fitted curve in the direction sought with a large enough effect; inconclusive = small, poorly fitted or top-dose-only effect, or another doubt; inactive = no such curve, though single readings can be large; an effect the other way counts as inactive or inconclusive. An excerpt. The share of hits here may be higher or lower than overall.

SMILES | mIDH1 inhibitor | TrxR1 substrate | PGK inhibitor | TrxR1 inh | USP1 inh | GLS inhibitor | Pin1 inh | PI4K2A block | HP1b binding inh
CC(C)C[C@@H]1NC(=O)[C@H](C(C)C)NC(=O)c2cc([N+](=O)[O-])cc(I)c2NCC[C@@H](C(N)=O)NC1=O | 2% | -7%[57.1 µM] | i | -16%[57.1 µM] | -10% | -13% | 9% | -1 | 23%
CCOC(=O)N1CCN(c2cc(N3CCOCC3)c(F)cc2[N+](=O)[O-])CC1 | -1% | -9% | 8% | -13% | 6% | 3% | 4% | -5 | -5%
COc1ccccc1-c1nnc(NC(=O)CCS(=O)(=O)c2ccc(F)cc2)o1 | -5% | . | -5% | . | -10% | 16% | . | -7 | .
CCOc1cc(C2c3c(oc4ccccc4c3=O)C(=O)N2c2nccs2)ccc1O (centres undefined) | 1% | -10% | -1% | -4% | -24% | 1% | 3% | 4 | 30%
Cc1ccccc1N(C(=O)c1csnn1)C(C(=O)NC1CCCCC1)c1ccncc1 (centres undefined) | -3% | -5%[57.1 µM] | -5% | -7%[57.1 µM] | 2% | 0% | -3% | 0 | 34%
Cc1ccc(OCc2cc(C(=O)NCCc3cccnc3)no2)cc1C | 1% | 2%[57.1 µM] | i | 18%[57.1 µM] | -16% | -3% | -1% | -7 | 52%[activator]
Cn1cnc2c(NCc3ccco3)ncnc21 | 3% | 1%&-9% | 2% | 11%&-19% | 9% | 1% | -1%&-3% | 0 | 22%[57 µM]
Cc1onc(C(=O)NN)c1-c1csc(COc2ccc(Cl)cc2)n1 | 4% | 4%[2.29 µM] | -6% | 17%[57.1 µM] | -18% | -25% | 5% | 2 | 51%[activator]
O=C(O)c1cccc(Nc2ccc([N+](=O)[O-])c3nonc23)c1 | 3% | 0%[57.1 µM] | -12% | 7%[57.1 µM] | -25% | 5% | ? | -8 | ?
CC(C)OC(=O)CC(=O)CSc1nc2c(cc1C#N)CCC2 | 8% | 23% | -1% | -9% | -17% | 0% | -4% | 4 | 55%[activator]
Cc1cc(NC(c2cccnc2)c2c(C)[nH]c3ccccc23)no1 (centres undefined) | 1% | -6% | -4% | ? | 2% | 17% | -5% | 0 | 4%
COc1cc(/C=C/c2nc3ccccc3c(=O)[nH]2)ccc1O | 1% | . | -4% | . | -22% | -1% | . | -1 | .
CCNC(=S)NNC(=O)c1c(Cl)c(C)nn1C | 2% | -12% | -7% | -26% | -12% | 14% | -1% | 3 | 42%[activator]
CCCC(=O)N=c1sc2c(OC)ccc(OC)c2n1C | 11% | 5% | -2% | 23% | -16% | -11% | 1% | 0 | 30%
O=C(CO)N/N=C/c1cccc(Cl)c1Cl | 1% | -9% | -2% | -9% | -21% | 0% | 0% | 0 | 41%[activator]
C/C(=N/N=C/c1ccccc1O)c1ccccc1O | 5% | 0% | -7% | -2% | -6% | 3% | 3% | -6 | 38%[activator]
COc1cc(NC(=O)COC(=O)Cn2cnc3c2c(=O)n(C)c(=O)n3C)cc(OC)c1 | -5% | 9% | -1% | 22% | -19% | -2% | 0% | 4 | 32%
S=c1[nH]nc(CSCCOc2ccccc2)o1 | -3% | 8%[11.4 µM] | i | 18%[11.4 µM] | 0% | 26% | -8% | 0 | 36%
CCOC(=O)N1CCN(C(c2ccc(C(C)C)cc2)c2sc3nc(C)nn3c2O)CC1 (centres undefined) | 7% | 4%[57.1 µM] | -8% | 3%[57.1 µM] | -26% | 5% | 11% | 30 | 27%
CN(C)C(=O)/C(=C/c1cn(-c2ccccc2)nc1-c1cccc([N+](=O)[O-])c1)NC(=O)c1ccccc1 | 8% | 3%[57.1 µM] | -6% | 6%[57.1 µM] | -3% | 3% | -2% | 2 | 0%
O=C(O)CC12CC3CC(C1)CC(n1ncc(NCc4ccc(F)cc4Cl)c(Cl)c1=O)(C3)C2 | 1% | -7% | i | 5% | -8% | 9% | -1% | -3 | 15%
CCCCOc1ccc(C(=O)N=c2sccn2C)cc1OC | 3% | -4% | i | 13% | -23% | 5% | 0% | -6 | 34%
CCC/C=C/c1ccc(CN2C(CC(C)C)C(=O)N(Cc3cn(Cc4ccco4)nn3)CCS2(=O)=O)cc1 (centres undefined) | 6% | . | i | . | -21% | -13% | . | 4 | .
Cc1cnc(NC(=O)Cc2ccc(Br)cc2)s1 | 1% | 4% | -7% | 9% | -8% | 2% | -7% | -5 | 18%
CCCn1c(=N)n(CCOc2ccc(OC)cc2)c2ccccc21 | 0% | 0% | -1% | -6% | -6% | -7% | 4% | -6 | 25%
Cc1ccc(-n2nnc3c(=O)n(CC(=O)N4CCOCC4)cnc32)cc1 | 11% | -1%[57.1 µM] | i | 17%[57.1 µM] | -16% | 3% | 2% | 6 | 43%[activator]
COc1ccc(N2CCN(C(=O)CCS(=O)(=O)c3ccc4c(c3)CCN4C(=O)C3CC3)CC2)cc1 | -2% | -9% | -14% | 6% | -6% | 40%[activator] | 2% | -2 | -17%
COc1cc(OC)cc(C(=O)N(Cc2ccco2)c2c(N)n(Cc3ccccc3)c(=O)[nH]c2=O)c1 | 3% | 7% | -2% | 8% | -21% | 1% | 8% | -2 | 30%
Cc1ccc(N=C2C(=O)Nc3c(C)cccc32)cc1 | -8% | -2% | 9% | 7% | -16% | 6% | 1% | 0 | 25%
Cc1cc(C)c(NC(=O)COC(=O)c2cccc3c2C(=O)c2ccccc2C3=O)c(C)c1 | 1% | -6% | 4% | -18% | -19% | 0% | -3% | 0 | 18%
CC(=O)c1ccc(S(=O)(=O)NCCC(=O)OC(C)C(=O)Nc2ccc(F)cc2)cc1 (centres undefined) | -4% | 2% | -3% | 12% | -22% | 5% | -2% | -4 | 20%
Cc1[nH]c2ccc(C(=O)NCCCN(C)C3CCCCC3)cc2c1C | 11% | 1% | -4% | 9% | -11% | 5% | -4% | 3 | 3%
CCc1nc(SCC(=O)NCCc2ccccc2)c2oc3ccccc3c2n1 | 1% | 7% | -2% | 22% | -5% | -6% | 0% | -1 | 10%
CCCOc1ccc(C(=O)CCC(=O)NNC(=O)c2ccncc2)cc1 | -3% | -3% | -6% | 9% | -24% | 7% | -9% | -2 | 29%
O=C(c1[nH]ncc1-c1ccc(Cl)cc1)C1CO1 (centres undefined) | 15% | -2%[57.1 µM] | -8% | -5%[57.1 µM] | -8% | 0% | -2% | 1 | 16%
CN(C)S(=O)(=O)c1ccc(C(=O)Nc2nnc(SCc3cccc4ccccc34)s2)cc1 | 6% | 86%[activator] | -5% | 30% | -13% | -2% | 21% | -2 | 46%[activator]
O=C(c1ccccc1Cl)N(Cc1ccccc1F)N1C(=O)CCCC1=O | 0% | 6% | -6% | 13% | -16% | -13% | 0% | 0 | 35%
CC(=O)Nc1cccc2c1C(=O)N(c1ccccc1OC(C)=O)C2=O | 0% | 1% | i | 6% | -20% | -2% | -12% | 3 | 65%[activator]
COc1ccc(NC(=O)c2ccc(Br)o2)cc1 | 11% | 0% | -7% | 7% | ? | 2% | -2% | 1 | 26%
Cc1cccc(C)c1NC(=O)C(C)N1CCCCC1 (centres undefined) | 4% | 1% | -9% | 20% | -15% | 0% | -7% | 1 | 27%
CC1CN(C(=O)Cn2cc(SCC(=O)N3CCOCC3)c3ccccc32)CC(C)O1 (centres undefined) | 4% | -5% | -13% | 1% | -20% | -4% | 5% | 6 | 44%[activator]
CCc1nnc(NC(=O)CSc2nc(-c3ccccc3)cc(-c3ccc(OC)cc3)c2C#N)s1 | 0% | 2% | -8% | -4% | -18% | -5% | ? | 2 | 42%[activator]

Arranged by count of non-hydrogen atoms (low to high): 7 of the compounds above.
SMILES | mIDH1 inhibitor | TrxR1 substrate | PGK inhibitor | TrxR1 inh | USP1 inh | GLS inhibitor | Pin1 inh | PI4K2A block | HP1b binding inh
O=C(c1[nH]ncc1-c1ccc(Cl)cc1)C1CO1 (centres undefined) | 15% | -2%[57.1 µM] | -8% | -5%[57.1 µM] | -8% | 0% | -2% | 1 | 16%
CC(=O)Nc1cccc2c1C(=O)N(c1ccccc1OC(C)=O)C2=O | 0% | 1% | i | 6% | -20% | -2% | -12% | 3 | 65%[activator]
O=C(c1ccccc1Cl)N(Cc1ccccc1F)N1C(=O)CCCC1=O | 0% | 6% | -6% | 13% | -16% | -13% | 0% | 0 | 35%
CCc1nc(SCC(=O)NCCc2ccccc2)c2oc3ccccc3c2n1 | 1% | 7% | -2% | 22% | -5% | -6% | 0% | -1 | 10%
CC1CN(C(=O)Cn2cc(SCC(=O)N3CCOCC3)c3ccccc32)CC(C)O1 (centres undefined) | 4% | -5% | -13% | 1% | -20% | -4% | 5% | 6 | 44%[activator]
CN(C)S(=O)(=O)c1ccc(C(=O)Nc2nnc(SCc3cccc4ccccc34)s2)cc1 | 6% | 86%[activator] | -5% | 30% | -13% | -2% | 21% | -2 | 46%[activator]
CCc1nnc(NC(=O)CSc2nc(-c3ccccc3)cc(-c3ccc(OC)cc3)c2C#N)s1 | 0% | 2% | -8% | -4% | -18% | -5% | ? | 2 | 42%[activator]
